Avidin bead fluor = compound fluoresces at 488/530 nm on avidin beads; compound fluorescence 488/530 nm, flow cytometry; hits give high values; fluorescence (KMESF) at 10 µM; 0.38% of 220,000 active; in the data active = fluorescence above about 47; note: inactives centre near 10
Cdc42 wt GTP = human Cdc42 wildtype GTP binding change, either direction; 0.2% of 190,000 active; percent activity (GTP binding), % at 10 µM; GST-Cdc42 beads, Bodipy-GTP binding, flow cytometry; actives lie on both sides; P60953;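 active = percent activity GTP binding at least 20 points away from the 100% baseline, either down as inhibitor or up as activator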;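 note: median bead fluorescence of bound Bodipy-FL-GTP at 100 nM; 0% = excess unlabeled GTP control and 100% = no compound control; below 100% means less GTP binding so inhibitor and above means activator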
Rac1 wt modul = alters GTP binding to wildtype human Rac1; P63000; GST-Rac1 beads, fluorescent GTP binding, flow cytometry; actives lie on both sides; 0 = cold GTP competed, 100 = untreated; GTP binding activity (% of control), % at 10 µM; 0.27% of 190,000 active;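 active = GTP binding activity at least 20 points away from the 100% control level, either lower or higher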
Mcl1 Noxa PPI = Mcl-1/Noxa interaction inhibition. TR-FRET Mcl-1/Noxa peptide binding, 2 h. inhibition, % at 21.7 µM. 1.5% of 220,000 active;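 active = compounds that cut the protein-peptide binding signal by more than 50% relative to plate controls in a single-dose test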;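 note: His-tagged Mcl-1 with rhodamine Noxa BH3 peptide and terbium anti-His antibody; 0% = Mcl-1 plus Noxa peptide wells and 100% = peptide-only wells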
Target sequence (Q07820 whole entry, looked up): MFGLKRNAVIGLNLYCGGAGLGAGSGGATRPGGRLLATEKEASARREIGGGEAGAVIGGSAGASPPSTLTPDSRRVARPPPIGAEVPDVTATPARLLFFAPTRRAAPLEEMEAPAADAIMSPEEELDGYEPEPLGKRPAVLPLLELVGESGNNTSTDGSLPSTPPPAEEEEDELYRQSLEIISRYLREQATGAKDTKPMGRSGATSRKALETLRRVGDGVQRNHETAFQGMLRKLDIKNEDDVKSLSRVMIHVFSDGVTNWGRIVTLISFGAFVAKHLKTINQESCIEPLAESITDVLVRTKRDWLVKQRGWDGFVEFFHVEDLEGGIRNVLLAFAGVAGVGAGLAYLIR
Rac1 mut GTP = modulators of GTP binding to human Rac1 activated mutant; AID 764; 0.11% of 190,000 active; percent activity (GTP binding), % at 10 µM; GST-Rac1 activated beads, fluorescent GTP binding, flow cytometry; actives lie on both sides; 100% means binding = to untreated wells; P63000;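 active = GTP binding at least 20 percentage points away from the 100% baseline, in either direction, so actives lie on both sides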
HRas wt GTP = modulators of GTP binding to human HRas wildtype | 0.14% of 190,000 active | GST-Ras wt beads, Bodipy-FL-GTP binding, flow cytometry; actives lie on both sides | AID 759 | GTP binding activity, % at 10 µM;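 active = GTP binding activity at least 20% away from the 100% baseline, either lowered as inhibitor or raised as activator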;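 note: 0% = unlabeled GTP competition control and 100% = no-compound control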
Rab7 wt modul = modulators of GTP binding to dog Rab7 wildtype GTPase; GST-Rab7 beads, fluorescent GTP binding, flow cytometry; actives lie on both sides; untreated = 100%, excess cold GTP = 0%; 0.055% of 190,000 active; GTP binding activity (percent of control), % at 10 µM; AID 758;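 active = fluorescent GTP binding to Rab7 beads changed by at least 20 points from the 100% baseline, either direction, mostly lower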;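 note: median green fluorescence of bound Bodipy-FL-GTP per Rab7 bead population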
Rab2 wt GTP = changes GTP binding to wildtype dog Rab2A, up or down. GTP binding activity, % at 10 µM. 0.19% of 190,000 active. AID 760. GST-Rab2 wt beads, Bodipy-GTP binding, flow cytometry;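 active = GTP binding activity at least 20 points away from 100%, either lowered or raised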;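 note: 0% = beads with excess unlabeled GTP and 100% = no-compound control corrected for plate trend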
Pf gamet viab = inhibitors of late stage P. falciparum gametocyte viability | P. falciparum stage V gametocytes, ATP luminescence, 24 h | inhibition, % at 10.9 µM | 0.065% of 150,000 active;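 active = inhibition above the mean plus 3 SD of compounds within the control limits, set per campaign, cut at about 38% in these data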;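 note: 0% = DMSO wells and 100% = medium only without gametocytes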
ABCG2 inh = inhibitors of human ABCG2 transporter, ABCB1 counter-screen. AID 1325. 0.1% of 190,000 active. IgMXP3 cells, JC-1 efflux, flow cytometry. Q9UNQ0. inhibition, % at 6.6 µM;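 active = inhibition above 80%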;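 note: 0% = DMSO and 100% = nicardipine control wells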
Target sequence (Q9UNQ0 whole entry, looked up): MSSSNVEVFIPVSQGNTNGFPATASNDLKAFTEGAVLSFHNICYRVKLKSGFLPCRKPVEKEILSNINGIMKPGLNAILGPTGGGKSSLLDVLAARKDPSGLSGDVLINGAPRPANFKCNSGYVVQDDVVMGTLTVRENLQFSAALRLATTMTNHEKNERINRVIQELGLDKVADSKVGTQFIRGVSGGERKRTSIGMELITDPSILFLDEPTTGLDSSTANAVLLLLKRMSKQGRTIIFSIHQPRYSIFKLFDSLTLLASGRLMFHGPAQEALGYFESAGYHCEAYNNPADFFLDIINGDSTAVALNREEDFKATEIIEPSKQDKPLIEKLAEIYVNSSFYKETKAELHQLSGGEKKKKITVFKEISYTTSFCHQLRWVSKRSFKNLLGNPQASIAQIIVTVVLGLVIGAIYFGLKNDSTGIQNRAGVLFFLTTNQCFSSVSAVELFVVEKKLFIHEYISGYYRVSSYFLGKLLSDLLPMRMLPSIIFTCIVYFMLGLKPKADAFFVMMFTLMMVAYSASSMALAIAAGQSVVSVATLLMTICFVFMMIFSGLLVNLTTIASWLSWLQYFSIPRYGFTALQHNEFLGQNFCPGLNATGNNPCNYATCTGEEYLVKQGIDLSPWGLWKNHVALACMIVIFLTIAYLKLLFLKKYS
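Test system: IgMXP3 (ABCG2) plus far-red-tagged CCRF-Adr (ABCB1) cells. Reagent: JC-1 dye as substrate. Timing: 10 min exposure at 25 °C with rotation, no wash. Measured by: flow cytometric JC-1 green MFI at 530 nm. Read-out: percent efflux inhibition, scaled nicardipine 100% to DMSO 0%. Control set: nicardipine and DMSO wells.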
ABCB1 block = blocks JC-1 efflux by human ABCB1 transporter | CCRF-Adr cells, flow cytometry | 0.067% of 190,000 active | inhibition, % at 6.6 µM | P08183; in the data active = inhibition above about 40%;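 note: 0% = vehicle and 100% = reference inhibitor; higher value means more JC-1 retained so stronger ABCB1 efflux block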
Active calls of the source: *; . = no result given.

SMILES | Avidin bead fluor | Cdc42 wt GTP | Rac1 wt modul | Mcl1 Noxa PPI | Rac1 mut GTP | HRas wt GTP | Rab7 wt modul | Rab2 wt GTP | Pf gamet viab | ABCG2 inh | ABCB1 block
CC(C)Cn1c(N)c(C(=O)COC(=O)c2ccc(F)cc2)c(=O)n(C)c1=O | 27 | 97 | 99 | 5 | 98 | 102 | 104 | 100 | -35 | 2 | -0.1
O=C(O)c1cn(-c2ccc(F)c(F)c2)c2c(F)c(F)c(F)c(F)c2c1=O | 3 | 96 | 96 | -26 | 94 | 96 | 96 | 94 | . | 1 | 0.1
O=C(N/N=C/c1cccs1)c1ccc(-n2cccc2)cc1 | 10 | 99 | 103 | 26 | 97 | 102 | 104 | 101 | -22 | 9 | 0.5
NS(=O)(=O)c1cccc(NC(=S)NC(=O)c2cccc([N+](=O)[O-])c2)c1 | 11 | 95 | 98 | 14 | 96 | 97 | 103 | 98 | -6 | 23 | 0.5
O=S1(=O)N=C(N/N=C/c2ccco2)c2ccccc21 | 6 | 96 | 97 | 15 | 95 | 95 | 99 | 95 | -11 | 17 | 0.9
Cc1ccc(S(=O)(=O)N(C)CCCC(=O)Nc2ccncc2)cc1 | 7 | 106 | 105 | 2 | 101 | 102 | 101 | 103 | . | 2 | 0.3
CC1CC(=O)C2=C(C1)Nc1ncnn1C2c1ccccc1 (centres undefined) | 34 | 98 | 104 | 10 | 101 | 100 | 99 | 106 | 2 | 4 | 0.6
Cc1cc(C(=O)Nc2c(F)cc(F)cc2Br)c(C)o1 | 6 | 92 | 93 | 4 | 94 | 95 | 94 | 94 | 11 | -2 | -2.2
O=C(c1cccc(F)c1)N1CCN(c2ccc([N+](=O)[O-])c3cccnc23)CC1 | 11 | 97 | 99 | 15 | 95 | 96 | 98 | 96 | 22 | 1 | 0.3
CS(=O)(=O)Nc1ccccc1C(=O)NCc1ccccc1Cl | 11 | 95 | 96 | 8 | 94 | 94 | 98 | 94 | . | 5 | 0.5
Cc1ccc(NC(=S)N(Cc2cccs2)Cc2cc3cccc(C)c3[nH]c2=O)cc1 | 6 | 98 | 100 | -2 | 97 | 95 | 92 | 94 | 12 | -3 | 0.1
NC(=S)N/N=C/c1ccccc1OCc1cccc(Cl)c1 | 8 | 96 | 105 | -3 | 100 | 97 | 93 | 97 | . | 4 | 0.6
CCOCCCNCc1cc(Br)ccc1OCc1ccccc1 | 3 | 101 | 106 | 29 | 98 | 104 | 101 | 104 | . | 1 | 1.1
O=C(Cn1cc(C(=O)C2CCCCC2)c2ccccc21)NCC1CCCO1 (centres undefined) | 9 | 100 | 98 | 9 | 93 | 101 | 106 | 100 | 11 | 1 | 0.1
Cn1c(N)cc(=O)n(Cc2ccccc2)c1=O | 10 | 99 | 104 | 16 | 101 | 102 | 93 | 101 | . | 0 | 0.2
COc1ccc(CCNC(=O)Cc2cc(OC)c(OC)cc2Br)cc1OC | 9 | 92 | 96 | 16 | 95 | 94 | 95 | 95 | -8 | 2 | 0.3
CC1CC1C(=O)OCC(=O)Nc1cccc([N+](=O)[O-])c1 (centres undefined) | 13 | 98 | 102 | 20 | 98 | 100 | 103 | 102 | -17 | 7 | 0.5
CCOC(=O)c1ccccc1N1C(=O)C2Sc3[nH]c(=O)sc3C(/C=C/c3ccccc3)C2C1=O (centres undefined) | 12 | 97 | 101 | -3 | 97 | 98 | 97 | 97 | -77 | -4 | -0.1
O=C(CSc1nc2ccccc2o1)Nc1ccc(Cl)cc1 | 9 | 98 | 97 | 11 | 96 | 95 | 99 | 97 | . | 3 | 0.1
O=C(NCc1ccncc1)C(=O)NCc1ccco1 | 11 | 96 | 95 | -23 | 97 | 97 | 103 | 99 | -9 | 1 | 0.3
CCOC(=O)CC(=O)CSc1ncnc2c1nnn2-c1ccc(F)cc1 | 26 | 97 | 97 | 17 | 100 | 99 | 107 | 99 | 3 | 0 | -0.1
CCCCCCCC[n+]1cccc(C(=O)N2c3c(nc(N)[nH]c3=O)NC(C)C2C)c1 (centres undefined) | 15 | 101 | 103 | 46 | 102 | 100 | 99 | 101 | -5 | 2 | 0.3
O=C1CNC(=O)/C1=C\N1CCCCC1 | 5 | 98 | 96 | -8 | 98 | 99 | 100 | 98 | -7 | 1 | 0.1
COc1cccc2cc(/C(=N/O)c3ccccc3)oc12 | 6 | 96 | 100 | 15 | 93 | 98 | 94 | 95 | -6 | 2 | 0.1
Cc1noc(C)c1COc1ccc(C(=O)OCC(=O)Nc2c(C)n(C)n(-c3ccccc3)c2=O)cc1 | 7 | 94 | 95 | -2 | 95 | 93 | 92 | 94 | 10 | 0 | 0.0
(continued)
SMILES | Avidin bead fluor | Cdc42 wt GTP | Rac1 wt modul | Mcl1 Noxa PPI | Rac1 mut GTP | HRas wt GTP | Rab7 wt modul | Rab2 wt GTP | Pf gamet viab | ABCG2 inh | ABCB1 block
COCc1cc(=O)[nH]c(/N=C(\N)Nc2ccc(Oc3ccccc3)cc2)n1 | 34 | 103 | 106 | 18 | 99 | 103 | 101 | 99 | -11 | 53 | 0.9
Cc1ccc(C)n1-c1nccc(-c2ccco2)n1 | 10 | 97 | 102 | 3 | 95 | 98 | 104 | 101 | . | 3 | 0.4
O=C(NNS(=O)(=O)c1cc(Cl)cc(Cl)c1)c1sccc1-n1cccc1 | 15 | 102 | 98 | 14 | 98 | 102 | 96 | 101 | . | 4 | 1.2
CCCn1c(SCC(=O)Nc2cc(S(=O)(=O)N3CCOCC3)ccc2OC)n[nH]c1=O | 0 | 96 | 99 | 14 | 98 | 99 | 100 | 98 | 6 | 0 | -0.3
COc1ccc(C)cc1NC(=O)C(Sc1nncn1C)c1ccccc1 (centres undefined) | 23 | 101 | 98 | -3 | 96 | 96 | 96 | 97 | 4 | 1 | 0.0
Cc1ccccc1C(=O)N/N=C1/SCC(=O)N1Cc1ccc2c(c1)OCO2 | 8 | 99 | 102 | 1 | 98 | 99 | 97 | 99 | 9 | 8 | 1.1
COc1ccc(-n2ccnc2CN2CCN(C3CCCC3)C(CCO)C2)cc1 (centres undefined) | 9 | 91 | 96 | 13 | 94 | 94 | 97 | 95 | -2 | 0 | -0.3
COC(=O)CSc1nnc(C)n1-c1cccc(OC)c1 | 15 | 103 | 107 | 11 | 100 | 103 | 102 | 101 | . | 22 | 0.9
COc1ccc2cc(/C=C3\SC(=S)NC3=O)c(N3CCOCC3)nc2c1 | 10 | 92 | 93 | 27 | 94 | 93 | 97 | 92 | 16 | -3 | -0.7
Cc1cc(C)cc(NCc2cc3c(cc2[N+](=O)[O-])OCO3)c1 | 3 | 99 | 98 | -2 | 96 | 99 | 95 | 97 | . | 0 | 0.0
CCOc1cc(NS(=O)(=O)c2ccc(Cl)cc2)c(OCC)cc1NC(=O)CC(C)C | 34 | 100 | 101 | 6 | 100 | 99 | 99 | 99 | . | 1 | 0.5
COC(=O)CCN(C(=O)c1ccc(N2CCCCC2)c([N+](=O)[O-])c1)c1ccccn1 | 10 | 94 | 94 | 13 | 91 | 92 | 92 | 94 | -21 | 5 | 1.7
Cc1onc(C(=O)NCc2ccccn2)c1[N+](=O)[O-] | 18 | 92 | 97 | -5 | 95 | 95 | 97 | 96 | -5 | -1 | -0.1
CC(=O)c1c(O)cc(=O)n(-c2ccccc2)c1-c1ccc(Cl)cc1 | 2 | 98 | 98 | -3 | 93 | 96 | 95 | 98 | . | -1 | -1.1
Clc1ccc(-c2nnc(NCc3ccccc3)c3ccccc23)cc1 | 7 | 98 | 100 | 2 | 99 | 96 | 98 | 95 | . | 17 | 4.7
C=CCNC(=S)N(C1CCCCC1)C1CCCCC1 | 11 | 99 | 101 | 3 | 94 | 100 | 108 | 103 | -13 | 4 | -0.1
Cc1cc2c(s1)c1cnn(CC(=O)NCCc3ccccc3)c(=O)c1n2C | 28 | 96 | 99 | -83 | 95 | 96 | 98 | 94 | . | 21 | 1.4
COc1ccccc1-c1ccc(C(=O)O)o1 | 6 | 105 | 105 | 15 | 101 | 102 | 100 | 100 | 17 | 0 | 0.1
C/C(=N\S(=O)(=O)c1ccc(C)cc1)NC(=S)Nc1ccccc1 | 9 | 101 | 95 | 1 | 94 | 99 | 103 | 99 | -17 | 9 | 0.7
COC(=O)CN1C(c2ccccc2)=Nc2ccc(Cl)cc2C1c1ccccc1 (centres undefined) | 24 | 99 | 100 | -8 | 98 | 101 | 97 | 98 | 16 | 1 | -1.2
CC(=O)N/C(=C/c1ccc2c(c1)OCO2)C(=O)O | 7 | 99 | 99 | 26 | 96 | 97 | 98 | 100 | 11 | 4 | 0.2
Cc1onc(-c2ccccc2)c1C(=O)c1c[nH]c(C(=O)NCc2ccccn2)c1 | 8 | 99 | 99 | 15 | 95 | 100 | 106 | 100 | . | 1 | 0.3
O=C(NCC1CCCO1)C(c1cccs1)N(C(=O)c1ccc(-c2ccccc2)[nH]1)C1CCCC1 (centres undefined) | 9 | 96 | 104 | 5 | 99 | 100 | 100 | 100 | . | 6 | 2.8
O=C(N/N=C/c1c(F)cccc1Cl)c1ccc(Cn2cc(Br)cn2)o1 | 2 | 101 | 100 | 9 | 97 | 98 | 99 | 98 | 23 | 12 | 2.8
O=C(Nn1c(Cc2cccs2)nc2ccccc2c1=O)c1ccc(F)c(F)c1 | 24 | 100 | 103 | -2 | 96 | 98 | 98 | 96 | . | 1 | 0.6
CCCCOc1ccc(C(C)NC(=O)C2CCCN(S(=O)(=O)CCC)C2)cc1 (centres undefined) | 7 | 102 | 105 | 14 | 98 | 98 | 100 | 98 | 4 | 2 | 3.1
CC(C)=C1C2CCC1C1C(=O)N(c3nc(-c4ccc(F)cc4)c(C)s3)C(=O)C21 (centres undefined) | 32 | 98 | 99 | 15 | 96 | 97 | 96 | 96 | -16 | 2 | 0.4

Bioassay records from PubChem BioAssay.
